Rpn11 inh = Rpn11 (human) deubiquitinase inhibition. AID 588493. 360,000 tested, 0.59% active. human 26S proteasome, Ub4-pepOG fluorescence polarization; 20S core pre-blocked with epoxomicin. calls only at 20 µM. O00487;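 active = inhibition at 20 µM, scaled to each plate's controls, above about 33%, limit read from the data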
Neddylation inh = blocks human cullin neddylation; TR-FRET cullin neddylation, biochemical; calls only at 25 µM; P61081+Q13564; AID 651699; 360,000 tested, 0.58% active; in the data active = inhibition above about 36%
Target sequence (P61081 whole entry, looked up): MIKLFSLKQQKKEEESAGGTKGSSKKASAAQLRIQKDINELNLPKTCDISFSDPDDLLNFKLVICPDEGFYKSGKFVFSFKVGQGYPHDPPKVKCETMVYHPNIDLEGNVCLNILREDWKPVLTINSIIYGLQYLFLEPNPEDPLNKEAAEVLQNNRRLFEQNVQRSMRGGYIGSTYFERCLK
Target sequence (Q13564 whole entry, looked up): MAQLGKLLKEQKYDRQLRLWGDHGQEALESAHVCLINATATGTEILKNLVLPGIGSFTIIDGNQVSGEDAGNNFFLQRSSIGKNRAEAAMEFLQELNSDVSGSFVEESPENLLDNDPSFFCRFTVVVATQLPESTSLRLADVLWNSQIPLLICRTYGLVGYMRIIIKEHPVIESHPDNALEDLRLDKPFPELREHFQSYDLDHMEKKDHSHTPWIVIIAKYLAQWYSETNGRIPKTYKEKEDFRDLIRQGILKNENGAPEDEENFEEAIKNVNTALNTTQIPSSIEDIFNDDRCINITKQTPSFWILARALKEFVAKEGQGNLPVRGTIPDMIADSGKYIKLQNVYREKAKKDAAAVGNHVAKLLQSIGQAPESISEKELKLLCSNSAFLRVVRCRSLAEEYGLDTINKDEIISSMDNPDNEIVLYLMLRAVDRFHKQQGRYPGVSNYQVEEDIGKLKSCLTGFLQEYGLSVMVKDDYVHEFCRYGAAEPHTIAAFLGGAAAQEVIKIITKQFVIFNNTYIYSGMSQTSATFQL
NadD inh = blocks S. aureus nicotinate mononucleotide adenylyltransferase; 360,000 tested, 0.78% active; purified NadD enzyme, colorimetric absorbance read-out; AID 602399; inhibition, % at 20 µM; in the data active = inhibition above about 26%; also: some compounds past the cut are filed as inactive
Scp-1 inhibitor = blocks human Scp-1 phosphatase activity; Q9GZU7; Recombinant Scp1, phosphopeptide, malachite green phosphate absorbance; inhibition, % at 20 µM; 340,000 tested, 0.88% active;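 active = inhibition above about 50% at 20 µM, limit read from the data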;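 also: plate controls were DMSO wells with enzyme for no effect and wells lacking enzyme for full effect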
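assay system = SCP-1 phosphatase catalytic domain, residues 76-261 | buffer or medium = 50 mM Tris acetate pH 5.5, 0.005% Tween-20, 10 mM MgCl2 | incubation = enzyme reaction 45 min at room temperature, colour 5 min, stabilisation 30 min | signal = Phosphate-binding colour reagent, absorbance read at 630 nm | measure = % inhibition at 20 µM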
Rin1 Abl inh = inhibitors of human Rin1-Abl protein interaction | inhibition, % at 7.35 µM | TR-FRET Rin1/Abl binding, biochemical | 360,000 tested, 0.4% active; in the data active = inhibition above about 5%, passing the limit was not always enough
CSN deneddyl inh = CSN deneddylation inhibition; Purified CSN, SCF-Nedd8-OG deneddylation, fluorescence polarization; inhibition, % at 12.5 µM; 360,000 tested, 0.38% active;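 active = pattern-corrected inhibition above about 35%, with an unprinted fluorescence ratio check between 0.5 and 1.5, limit read from the data, passing the limit was not always enough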;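 also: 0% = enzyme with substrate and 100% = substrate without enzyme; some results filed as inactive read as strong as hits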
Target sequence (Q92905 whole entry, looked up, one chain of several): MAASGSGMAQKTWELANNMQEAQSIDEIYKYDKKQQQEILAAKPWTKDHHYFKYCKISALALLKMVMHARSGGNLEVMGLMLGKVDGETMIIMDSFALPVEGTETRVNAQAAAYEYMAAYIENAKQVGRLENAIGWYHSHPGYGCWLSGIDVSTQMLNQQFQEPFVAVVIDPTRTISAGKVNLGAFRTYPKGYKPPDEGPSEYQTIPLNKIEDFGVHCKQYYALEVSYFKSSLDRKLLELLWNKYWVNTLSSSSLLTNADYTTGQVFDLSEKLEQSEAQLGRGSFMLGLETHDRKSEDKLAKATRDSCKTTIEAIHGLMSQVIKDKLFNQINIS
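Assay system: purified human Csn5 enzyme expressed in HEK293T cells; Input: 0.24 nM Csn5 enzyme, final concentration; Reagent: 10 nM SCFSkp2-Nedd8OG; Compound dosing: 12.5 µM single point; Times: reaction 90 min, room temperature; Technique: fluorescence polarization readout.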
STEP block = inhibitors of human striatal-enriched phosphatase STEP; P54829; 360,000 tested, 0.25% active; recombinant STEP, OMFP fluorogenic substrate, fluorescence; inhibition, % at 20 µM; AID 588621;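 active = inhibition at 20 µM, scaled per plate between control wells, above about 37%, limit read from the data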;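 also: 0% = DMSO with enzyme and substrate and 100% = substrate only without enzyme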
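Also added – OMFP at 25 µM · Test system – STEP tyrosine phosphatase · Technique – FITC-channel fluorescence of OMFP product · Schedule – 20 min at room temperature, dark · Evaluation – control-normalized % inhibition with plate pattern correction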
LMPTP block = blocks human LMPTP phosphatase; P24666; recombinant LMPTP-A, OMFP fluorogenic substrate, fluorescence intensity; 360,000 tested, 0.22% active; inhibition, % at 20 µM;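 active = compounds that cut the enzyme signal by at least half of the control window in the single-dose screen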;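 also: plate controls were DMSO wells with enzyme plus substrate for no effect and substrate without enzyme for full effect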
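Assay system: LMPTP-A enzyme. Input: 0.625 nM LMPTP-A final. Probe or stimulus: 400 µM OMFP. Compound dosing: single 20 µM dose. Schedule: 50 min dark incubation at room temperature. Detection: fluorescence intensity of OMFP turnover product. Read-out: percent inhibition versus substrate-only and uninhibited controls. Benchmarks: no-enzyme low control, uninhibited high control.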
SUMO1 PPI mod = modulators of human SUMO1-mediated protein-protein interactions | P63165 | SUMO1 binding to a labelled peptide, TR-FRET, 1 h | inhibition, % at 20 µM | 360,000 tested, 0.33% active | AID 602429; in the data active = inhibition above about 37%
DNMT1 block = blocks human DNA methyltransferase DNMT1. P26358. DNMT1 molecular beacon, Hinp1I cleavage, fluorescence. inhibition (reported as % activation of signal), % at 10 µM. 360,000 tested, 0.83% active; in the data active = inhibition above about 50%
Numbers without * were called inactive; i = inactive; . = no result given.

SMILES	Rpn11 inh	Neddylation inh	NadD inh	Scp-1 inhibitor	Rin1 Abl inh	CSN deneddyl inh	STEP block	LMPTP block	SUMO1 PPI mod	DNMT1 block
COC(=O)C1CCN(S(=O)(=O)CCNC(=O)c2ccc(F)cc2)CC1	i	i	3	-5	3	1	1	0.0	14	0
Cc1nc(NC(=O)/C=C/c2ccccc2)sc1C(=O)Nc1ccc(Cl)cc1	i	.	18	-7	0	2	1	-0.2	-3	4
CC1(C(=O)NS(=O)(=O)c2cccc(Cl)c2)CCN1C(=O)C1(c2ccc(Cl)cc2)CC1 (stereo not drawn)	i	i	1	.	0	-3	2	-2.2	2	-3
Cc1cc(Cl)ccc1OCCCC(=O)NCC1CCCO1 (stereo not drawn)	i	i	2	-5	-3	5	-1	-0.6	-2	-2
CC(=O)c1c(C(C)=O)c(C)n(-c2ccc(N)c(C)c2)c1C	i	i	0	-6	-4	0	-2	-0.1	-5	-7
COc1ccc(S(=O)(=O)N2CCCCCC2)cc1C(=O)Nc1cccc(C)n1	i	i	-2	4	1	5	-1	2.1	6	3
CCc1ccc(/C=C2\Oc3c(ccc(O)c3CN3CCN(C)CC3)C2=O)cc1	i	i	-2	6	-5	4	-1	-1.5	-26	3
CCCCCNS(=O)(=O)c1cc2c3c(c1)CCC(=O)N3CCC2	i	i	4	-3	3	2	0	-1.6	4	1
O=C(/C(=C/O)N=Nc1ccc(Cl)cc1)c1ccncc1	i	i	6	5	-1	1	-2	0.7	-13	-11
c1cc(CN2CCCCC2)cc(OCCCNc2nc3ccccc3s2)c1	i	i	-2	-6	-6	-9	2	-1.4	2	4
CC1(C)CC(NC(=O)c2cccc3ccccc23)CC(C)(C)N1	i	i	-1	-5	-2	1	0	-1.0	-1	3
COP(=O)(OC)c1nc(-c2ccc([N+](=O)[O-])cc2)oc1N1CCCCC1	i	i	3	-4	-3	6	-3	0.5	-34	-2
CC(=O)O[C@H]1CC[C@@]2(C)C(=CC[C@H]3[C@@H]4CC[C@H](C(C)=O)[C@@]4(C)CC[C@@H]32)C1	i	i	9	-12	1	3	1	2.1	-12	1
OCCN1CCN(CC(O)COc2ccc(C34CC5CC(CC(C5)C3)C4)cc2)CC1 (stereo not drawn)	i	i	-3	2	-3	1	2	-6.0	-4	-1
CCCC(NC(=S)NCC1CCCO1)C12CC3CC(CC(C3)C1)C2 (stereo not drawn)	i	i	4	6	0	3	3	1.5	2	7
C[C@H]1NS(=O)(=O)c2cc(Cl)ccc2O[C@@H]1c1ccccc1	i	i	-2	.	-4	1	0	-0.9	-1	-1
CCCNc1c(NS(=O)(=O)c2ccc(OC)c(OC)c2)c(=O)oc2ccccc12	i	i	3	-7	-2	4	-2	-1.0	5	-3
O=C1CC(N2CCN(c3ccccc3)CC2)C(=O)N1c1cccc(Cl)c1 (stereo not drawn)	i	i	-3	-10	-2	-4	-3	-1.2	5	71*
Cc1cc(C)n(C(=O)Cn2nc([N+](=O)[O-])cc2C)n1	i	i	-2	-3	-5	5	3	-0.7	-1	1
CCOc1ccc(CCNC(=O)c2cc(C)on2)cc1OCC	i	i	-5	-2	0	-1	-1	0.5	-1	2

Two records drawn at random from the list so far:
SMILES	Rpn11 inh	Neddylation inh	NadD inh	Scp-1 inhibitor	Rin1 Abl inh	CSN deneddyl inh	STEP block	LMPTP block	SUMO1 PPI mod	DNMT1 block
C[C@H]1NS(=O)(=O)c2cc(Cl)ccc2O[C@@H]1c1ccccc1	i	i	-2	.	-4	1	0	-0.9	-1	-1
Cc1cc(Cl)ccc1OCCCC(=O)NCC1CCCO1 (stereo not drawn)	i	i	2	-5	-3	5	-1	-0.6	-2	-2

Further results:
SMILES	Rpn11 inh	Neddylation inh	NadD inh	Scp-1 inhibitor	Rin1 Abl inh	CSN deneddyl inh	STEP block	LMPTP block	SUMO1 PPI mod	DNMT1 block
CC(O)CNc1nc2c(c(=O)n(Cc3cccc(Cl)c3)c(=O)n2C)n1C (stereo not drawn)	i	i	4	-6	-2	4	2	-0.8	0	0
Cc1ccc(C2(C)NC(=O)N(CC(=O)NC3CCCCC3)C2=O)cc1 (stereo not drawn)	i	i	6	-3	-3	6	0	-1.2	9	1
Cc1ccc(C(=O)NC2CCS(=O)(=O)C2)cc1S(=O)(=O)N1CCCCC1 (stereo not drawn)	i	i	0	-5	1	-2	-2	-1.3	-1	2
Cc1c(C2(O)C(=O)Nc3ccc(F)cc32)c(=O)n(-c2ccccc2)n1C (stereo not drawn)	i	i	0	-6	1	4	-2	-2.0	3	-1
CC1Cc2ccccc2N1S(=O)(=O)c1cccc(C(=O)N2CC(=O)Nc3ccccc32)c1 (stereo not drawn)	i	i	2	35	-2	-2	1	0.5	4	-3
CCN(CC)CC(=O)NC1CCCc2c1cnn2-c1cc(F)cc(F)c1 (stereo not drawn)	i	i	-6	0	1	1	-3	0.1	4	1
O=C(Cc1n[nH]c(=O)c2ccccc12)Nc1cccc(S(=O)(=O)N2CCCC2)c1	i	i	3	-1	-3	6	0	0.5	-5	7
COc1ccc(/C=N/NC(=O)C(C)n2nnc3ccccc32)cc1OC (stereo not drawn)	i	i	-7	-12	-3	3	2	-1.3	-8	-1
CNNC(=O)C(=O)NNS(=O)(=O)c1ccccc1	i	i	5	-6	5	2	4	-0.5	-2	1
CCNC(=S)NNC(=O)c1ccc(OC(F)F)cc1	i	i	8	-3	-3	3	0	-2.9	-2	0
CC1CCCCN1C(=O)c1ccc(Br)o1 (stereo not drawn)	i	i	-4	-2	-3	0	-4	-1.2	5	3
O=c1[nH]nc(C(F)(F)F)c2nnn(Cc3ccccc3Cl)c12	i	i	-4	-7	1	-1	1	-1.4	4	0
Cc1nnc(SCc2ccccc2)n1CC1CCCO1 (stereo not drawn)	i	i	3	-4	-2	0	2	-1.6	2	-1
O=C(CN1CCCCC1)Nc1ccccc1	i	i	0	-10	4	4	-3	0.9	-1	-1
CCOC(=O)c1sc(NC(=O)CC)c(C#N)c1C	i	i	-5	-13	-3	-2	-3	-1.6	-16	16
C=CCOC(=O)c1sc(NC(=O)c2ccc(OC)cc2)nc1C	i	i	3	-2	-15	-3	2	-2.3	-9	8
CCCN1CCC(=O)N([C@H](CN=[N+]=[N-])CC(C)C)CC1	i	i	-6	-8	2	1	-1	-1.0	-11	-4
CC(C)CNC(=O)COC(=O)c1ccccc1SCC(=O)NCC(C)C	i	i	-6	-5	-1	-6	-2	-0.6	1	3
O=C(CNC1CCCC1)Nc1ccc(S(=O)(=O)N2CCCCC2)cc1	i	i	-12	-4	4	2	2	-0.5	2	-1
O=C(CSCc1ccco1)NC1CCCC1	i	i	0	-1	2	2	3	0.1	1	10
Cc1nc2ccc(S(=O)(=O)NCC(=O)NCCc3ccc(Cl)cc3)cc2s1	i	i	-7	-4	3	-4	-1	0.5	-2	-2
COc1ccccc1NS(=O)(=O)c1cccc(NC(=O)Nc2ccccc2)c1	i	i	-9	-17	3	-4	-6	0.1	4	-3
N/C(=N\OC(=O)COc1ccc(Cl)cc1)c1cccnc1	i	i	-7	-12	-2	-5	2	-1.1	-2	3
C=CCOc1ccc2c(c1)c(=O)cc(C(=O)O)n2CC	i	i	1	-11	0	-1	-1	-1.9	-3	-1
CCc1nc(SCc2ccc([N+](=O)[O-])cc2)n[nH]1	i	i	-3	-1	0	0	-1	-0.7	-19	3
COc1cc(NC(=O)C2CCCO2)c(OC)cc1Cl (stereo not drawn)	i	i	1	-9	-5	2	0	0.1	2	-5
OCCn1c(CSc2nc3ccccc3n2CCO)nc2ccccc21	i	i	1	3	6	-7	-1	-1.0	2	3
O=C(N1CCOCC1)N1CCCC(c2nc(-c3cccs3)no2)C1 (stereo not drawn)	i	i	-3	-6	2	3	-2	-1.2	-3	1
CCC(C)NC(=O)c1ccccc1NC(=O)Nc1ccccc1 (stereo not drawn)	i	i	-6	1	3	-1	2	1.2	-5	0
O=C1CCC(C(=O)N2CCN(c3cnccn3)CC2)CN1CCc1cccc(F)c1 (stereo not drawn)	i	i	-1	-5	0	-1	-3	-0.2	-2	-1
COc1cc(C2C3C(C)N(C)C(=O)N(C)C3N(C)C(=O)N2C)ccc1O (stereo not drawn)	i	i	-3	6	3	1	-3	-1.6	-2	0
O=C(O)CNC(=O)C1CCCN1C(=O)CNC(=O)OCc1ccccc1 (stereo not drawn)	i	i	6	2	1	1	0	0.2	-2	3
CCOc1ccccc1NC(=S)Nc1ccccc1F	i	i	3	0	6	1	3	2.8	-2	1
CCSc1nnc(COc2ccccc2)n1CC	i	i	-1	-2	-2	5	0	4.9	3	6
Cc1cc(C)cc(C(=O)NCC(=O)N2CCC3(CC2)NCCc2[nH]cnc23)c1	i	i	-6	-6	1	-1	4	-1.1	0	1
O=C(CNc1ccc(Br)cc1)NC(=O)NC1CCCCC1	i	i	-2	0	-1	2	-3	-0.9	2	-3
CCn1c(SCC(=O)c2ccccc2)nc2sc3c(c2c1=O)CCN(C)C3	i	i	5	-2	-9	4	-1	5.5	-8	18
C[C@H](CO)N1C[C@H](C)[C@@H](CN(C)S(C)(=O)=O)Oc2c(NC(=O)Nc3ccc(C(F)(F)F)cc3)cccc2C1=O	i	i	-6	-2	5	0	-3	0.1	2	4
O=C(CSc1nc2[nH]c(=O)cc(O)c2s1)Nc1cccc(Br)c1	i	i	3	6	2	1	3	0.7	11	-9
O=C1C=C(c2ccc(O)cc2)C[C@@H](c2ccc(Cl)cc2)C1	i	i	-3	-3	1	2	4	1.1	-17	-5
CC(=O)NC(c1ccc(F)c(F)c1)c1nc(-c2ccccc2)cs1 (stereo not drawn)	i	i	-3	.	3	0	0	-0.4	-3	0
CC(C)c1ccc(/C=C(\c2nc3ccccc3[nH]2)S(=O)(=O)c2ccccc2)cc1	i	i	7	4	2	-2	4	0.4	1	2
O=C(NC1=NCCS1)c1cccc(F)c1	i	i	1	-1	-2	3	-1	0.2	-1	0
Cc1ccc2nc(SCC(=O)N(CC(C)C)c3c(N)n(Cc4ccccc4)c(=O)[nH]c3=O)[nH]c2c1	i	i	7	88*	-2	0	3	0.8	0	-1
Cc1cccc(Nc2ncccc2C(=O)NCc2cccs2)c1C	i	i	-3	-7	-4	-5	0	1.4	-2	4

Single records, as listed above:
`Cc1ccc2nc(SCC(=O)N(CC(C)C)c3c(N)n(Cc4ccccc4)c(=O)[nH]c3=O)[nH]c2c1` is listed as Rpn11 inh: i; Neddylation inh: i; NadD inh: 7; Scp-1 inhibitor: 88*; Rin1 Abl inh: -2; CSN deneddyl inh: 0; STEP block: 3; LMPTP block: 0.8; SUMO1 PPI mod: 0; DNMT1 block: -1
`CC(=O)NC(c1ccc(F)c(F)c1)c1nc(-c2ccccc2)cs1` (stereo not drawn) is listed as Rpn11 inh: i; Neddylation inh: i; NadD inh: -3; Scp-1 inhibitor: .; Rin1 Abl inh: 3; CSN deneddyl inh: 0; STEP block: 0; LMPTP block: -0.4; SUMO1 PPI mod: -3; DNMT1 block: 0
